NPYLR7 ag = mosquito NPYLR7 agonism | HEK293T NPYLR7/Galpha15, GCaMP6s calcium fluorescence | activation, % at 10 µM | 270,000 compounds, 0.15% hits | AID 1259423; in the data active means activation above about 40%;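 further: 0% = vehicle and 100% = reference agonist at the receptor; some compounds past the cut are filed as inactive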
hcGAS lum = human cGAS inhibition; recombinant h-cGAS, ATP depletion, Kinase-Glo luminescence; inhibition, % at 12.5 µM; 290,000 compounds, 0.081% hits; Q8N884; AID 1259398;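 further: 0% = vehicle reaction and 100% = reaction without DNA for no activity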
Target sequence (Q8N884 whole entry, looked up): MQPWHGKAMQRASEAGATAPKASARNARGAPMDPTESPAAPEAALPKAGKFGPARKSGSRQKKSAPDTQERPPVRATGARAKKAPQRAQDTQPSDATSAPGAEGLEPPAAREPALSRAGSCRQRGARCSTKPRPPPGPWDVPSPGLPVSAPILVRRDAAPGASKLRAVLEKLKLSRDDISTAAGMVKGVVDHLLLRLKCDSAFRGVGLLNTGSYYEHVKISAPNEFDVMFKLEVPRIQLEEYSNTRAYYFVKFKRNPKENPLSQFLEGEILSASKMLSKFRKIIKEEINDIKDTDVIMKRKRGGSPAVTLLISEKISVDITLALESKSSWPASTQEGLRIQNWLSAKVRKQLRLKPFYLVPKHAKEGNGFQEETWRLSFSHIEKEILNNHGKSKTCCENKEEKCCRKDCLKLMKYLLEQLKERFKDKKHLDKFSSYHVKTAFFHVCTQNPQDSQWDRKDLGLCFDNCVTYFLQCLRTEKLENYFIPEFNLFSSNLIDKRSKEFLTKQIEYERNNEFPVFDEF
mcGAS inh = inhibitors of mouse cGAS; recombinant cGAS, Kinase-Glo ATP depletion luminescence; inhibition, % at 12.5 µM; 160,000 compounds, 0.15% hits;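 further: 0% = negative control wells and 100% = reference inhibitor with no enzyme activity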
* marks the source's active call; other numbers are inactive results; · = not tested or not shown. Unless noted, no stated cut-off is given here; in the data, active means inhibition above about 40%; inactive means the rest.

SMILES	NPYLR7 ag	hcGAS lum	mcGAS inh
CCCCCc1ccc(C(=O)N2CCSC2c2ccc(Cl)cc2Cl)cc1 (centres undefined)	-3.0	-4.8	-4.4
C=CCN(Cc1ccccn1)C(=O)C1CNCCO1 (centres undefined)	-5.7	-8.2	·
COc1cccc(COc2c[nH]c(C(=O)Nc3ccc(C)cc3)cc2=O)c1	4.9	-5.8	·
O=C(Cc1ccccc1Cl)N1CCN(c2cc(-c3cccnc3)[nH]n2)CC1	-5.7	-2.3	·
CN(Cc1ccccc1)c1onc(-c2ccccc2)c1CNCC1CCCO1 (centres undefined)	23.5	-6.7	·
O=C(c1cc(=O)c(OCc2ccc(F)cc2)co1)N1CCc2ccccc21	1.1	-10.3	·
COCc1nc(-c2ccc(CN3CCN(C(=O)C4CCC(N(Cc5cccc(Cl)c5)C(=O)OC(C)(C)C)CC4)CC3)cc2)no1 (centres undefined)	·	-2.5	-4.1
Cc1ccc(C)c(C(=O)Cn2cc(Br)ccc2=O)c1	5.3	-10.5	·
CCOc1c(CC)cnc2c1c(=O)n(CC(=O)NC(C)(C)C)c(=O)n2C	0.7	-7.2	·
Cc1nn(C)c(C)c1CCC(=O)N1C[C@@H]2[C@H](C1)[C@H]1CC[C@@H]2O1	9.5	-5.5	-14.9
CC1(Cc2ccc(C(F)(F)F)o2)C(=O)Nc2ccc(-c3ccc4[nH]ccc4c3)cc21 (centres undefined)	-1.5	-0.6	1.4
C#CCOc1cccc(NC(=O)CSC2CCS(=O)(=O)C2)c1 (centres undefined)	1.4	7.5	·
COc1ccc2c(c1)CN(Cc1ccco1)C(=O)CCN2[C@@H]1CCC[C@H]1O	25.7	1.3	-8.0
COc1cccc(N2CCN(c3cc(CCN)nc(C)n3)CC2(C)C)c1	1.9	-5.5	·
N#CC(NC(=O)C1CC1c1ccc(Cl)cc1)C1CCOC1 (centres undefined)	-23.2	-3.8	·
CC(=O)c1ccc(C(=O)N(Cc2cccnc2)c2nc3c(F)cccc3s2)cc1	-15.2	-3.5	-8.3
O=C1CC(/C=C/c2ccc(Cl)cc2)=Nc2ccccc2N1	-2.1	-5.0	-5.5
Cn1nc(-c2ccc(N3CCOCC3)c(NS(C)(=O)=O)c2)c2ccccc2c1=O	-8.9	-2.6	-7.4
CC(=O)Nc1nc(CN(C)Cc2ccccc2)cs1	6.9	-9.2	·
O=C(c1ccc2c(c1)OCO2)N1CCN(c2ccc(F)cc2)CC1	4.7	-9.6	·

Next part; the last 4 above are carried over.
SMILES	NPYLR7 ag	hcGAS lum	mcGAS inh
O=C1CC(/C=C/c2ccc(Cl)cc2)=Nc2ccccc2N1	-2.1	-5.0	-5.5
Cn1nc(-c2ccc(N3CCOCC3)c(NS(C)(=O)=O)c2)c2ccccc2c1=O	-8.9	-2.6	-7.4
CC(=O)Nc1nc(CN(C)Cc2ccccc2)cs1	6.9	-9.2	·
O=C(c1ccc2c(c1)OCO2)N1CCN(c2ccc(F)cc2)CC1	4.7	-9.6	·
COc1ccc(NC(=O)NCCS(=O)(=O)c2c(C)n(C)c3ccccc23)cc1OC	-1.4	6.1	·
Cc1cc(N2CCSCC2)ccc1NC(C)C(=O)N1CCOCC1 (centres undefined)	-21.3	-8.5	·
Cn1c(SCC(=O)Nc2cccc(Cl)c2)nc2c(-c3ccccc3)c[nH]c2c1=O	-2.0	-7.1	-8.4
Cc1ccsc1CN(CCc1c[nH]c2ccccc12)Cc1nc(C(=O)N2CCCC2)co1	14.2	-3.7	-3.9
CN1CCCc2cc(CNc3nc4c(cnn4C)c(=O)[nH]3)ccc21	7.9	-2.7	·
Cc1cccc(Cn2nc(C)c3c2NC(=O)CC3c2nc(C)ccc2O)c1 (centres undefined)	2.3	-5.4	-10.0
Cc1ncoc1C(=O)N(C)CC1CCN(CCc2ccc(F)cc2)CC1	2.1	-9.6	·
CC(=O)N[C@H]1C[C@@H](c2cnc(-c3ccccc3C)s2)O[C@@H](C(C)C)C1	2.4	-4.6	·
O=c1oc2ccccc2cc1-c1csc(Nc2ccc(C(F)(F)F)cc2)n1	-1.6	-3.7	-5.0
CCc1cc(=O)n2nc(N3CCCCC3c3cn[nH]c3)sc2n1 (centres undefined)	0.5	-6.6	·
CCOc1ccc(C(=O)Nc2cccc(NC(=O)c3cccc(Cl)c3)c2)cc1[N+](=O)[O-]	-0.4	-1.9	-1.8
CCCC/C(C)=N/NC(=O)CNS(=O)(=O)c1ccc([N+](=O)[O-])cc1	0.6	4.0	·
CCOC(=O)c1c(C)n(-c2ccccc2)c2ccc(OC)cc12	-6.9	-3.7	-3.2
CCCCn1c(N)c(N(C(=O)c2ccc(=O)n(C)n2)C2CCCC2)c(=O)[nH]c1=O	10.6	-6.0	·
Cc1c(C(=O)NN2CCCCC2)nn(-c2ccc(Cl)cc2Cl)c1-c1ccc(Cl)cc1	11.6	-7.2	-10.0
COCCOc1nc(-c2ccc(Cl)c(Cl)c2)n(-c2cccc(NC(=O)c3ccc(C)cc3)c2)n1	18.7	-7.5	-4.6
C#CCOCC(O)CN(CCC(C)C)Cc1cc(OC)cc(OC)c1 (centres undefined)	-1.5	-0.1	0.1
CN(C)c1cccc(C(NC(=O)CCCCCNC(=O)OCc2ccccc2)c2ccc(S(C)(=O)=O)cc2)c1 (centres undefined)	-5.2	-12.5	-6.2
O=C(c1cccnc1)c1ccc(Cl)cc1Cl	-3.8	-7.5	·
Cn1c(=O)n(CCc2ccccc2)c2ccc(C(=O)O)cc21	4.2	0.6	-17.4
O=C1CCCN1Cc1cccc(C(=O)N(CC(F)(F)F)C2CCCOC2)c1 (centres undefined)	-1.5	-2.3	·
O=[N+]([O-])c1ccccc1C1c2cccn2CCCN1Cc1cc(Cl)ccc1O (centres undefined)	0.9	-5.2	·
O=C(O)COc1ccc(OCCNC[C@H](O)COc2ccccc2)cc1	-14.5	3.5	·
CC1c2cc(O)c(O)cc2CCN1C(=O)c1ccc(Br)cc1 (centres undefined)	3.0	-2.2	-6.7
COc1cccc(C2c3c(n[nH]c3-c3cccc([N+](=O)[O-])c3)OC(=N)C2C#N)c1 (centres undefined)	-4.7	-6.4	·
COc1ccc(Cc2noc(CN3CCN(c4nc5ccccc5s4)CC3)n2)cc1OC	-7.0	0.8	-6.9
COc1ccc(C)cc1NC(=O)C(C)N(C)Cc1ccccc1N1CCOCC1 (centres undefined)	-1.1	1.5	-3.7
O=C1C2CNC3(C(=O)Nc4ccccc43)C2C(=O)N1C1CCCCC1 (centres undefined)	8.3	-0.9	·
CCOC(=O)[C@@H]1CN(C(=O)Nc2ccccc2)[C@H]2c3ccccc3O[C@@H]12	0.1	-1.4	-4.8
OCc1cc(-c2cccc(CN3CCOCC3)c2)ccn1	9.0	-4.6	·

Of the compounds above, 2 contain a cyano group:
SMILES	NPYLR7 ag	hcGAS lum	mcGAS inh
N#CC(NC(=O)C1CC1c1ccc(Cl)cc1)C1CCOC1 (centres undefined)	-23.2	-3.8	·
COc1cccc(C2c3c(n[nH]c3-c3cccc([N+](=O)[O-])c3)OC(=N)C2C#N)c1 (centres undefined)	-4.7	-6.4	·

(listing goes on)
SMILES	NPYLR7 ag	hcGAS lum	mcGAS inh
CCOC(=O)c1c(N)sc(C(=O)Nc2cccc(OC)c2)c1C	-2.2	-11.3	-8.1
Cc1ccc(S(=O)(=O)N=c2ccc(Cl)cn2C(F)F)cc1	-7.3	-3.4	·
COc1ccc(-c2cc(C(=O)NCCN3CCOCC3)n3nc(-c4ccc(Cl)cc4)cc3n2)cc1	14.7	-10.8	-9.1
Nc1cc(-c2ccc(Cl)cc2)nn1-c1ccc(C(=O)N2CCC(O)(c3ccccc3)CC2)cc1	-4.8	-1.7	0.4
CCONC(=O)c1cccc(CSC)c1	5.1	-1.2	·
O=C(Nc1ccccc1Cl)Nc1ccnn1C1CCN(C(=O)C2=CCCC2)CC1	15.2	-6.4	-10.1
O=C(NCc1ccc(F)cc1)C(C1CCCC1)N1CCN(C(=O)c2ccco2)CC1 (centres undefined)	0.2	-5.8	-6.6
O=C1CC(NCc2ccc(C#CCO)s2)CN1C1Cc2ccccc2C1 (centres undefined)	-2.0	-3.4	·
COc1ccc(C(=O)Nc2ccccc2C(=O)O)cc1[N+](=O)[O-]	2.2	0.6	-4.8
CC1(C)CC(=O)C(C2(O)C(=O)N(Cc3ccccc3)c3ccccc32)CO1 (centres undefined)	-0.8	-2.7	-6.3

Some entries already given, reduced to hcGAS lum and NPYLR7 ag.
Molecule | hcGAS lum | NPYLR7 ag
COc1ccc(-c2cc(C(=O)NCCN3CCOCC3)n3nc(-c4ccc(Cl)cc4)cc3n2)cc1 | -10.8 | 14.7
C#CCOCC(O)CN(CCC(C)C)Cc1cc(OC)cc(OC)c1 (centres undefined) | -0.1 | -1.5

Other compounds
SMILES	NPYLR7 ag	hcGAS lum	mcGAS inh
CN=c1nc(-c2ccccc2)n(-c2ccc(C)cc2)s1	20.7	-6.5	·
CCc1noc(CN(CC)C(=O)C(C)Oc2cc(C)ccc2C)n1 (centres undefined)	13.9	-5.0	·
O=C(COCc1ccccc1)Nc1nnc(SCc2ccc(F)cc2F)s1	·	-0.2	-7.5
CC(C)CCn1c(=O)c2c(nc3oc(-c4ccccc4)cn32)n(C)c1=O	-7.7	-0.6	·
CCN(CC)CCNc1cc(C)nc2cc(-c3ccc(OC)c(OC)c3)nn12	3.7	-7.9	-7.1
O=C(O)c1cccc(CC2CCN(Cc3cnc(-c4ccco4)nc3)C2)c1 (centres undefined)	4.5	-3.5	-11.9
C=CCn1c(SCC(=O)/C(C#N)=C(\C)N)nnc1-c1ccc(F)cc1	0.8	-3.3	-8.1
O=C(NCCc1ccccc1F)N1CCN(S(=O)(=O)c2cccc(Cl)c2)CC1	0.6	2.6	-1.9
C=CCN(Cc1csc(COc2ccc(Cl)cc2)n1)C(C)=O	0.0	-4.2	-5.6
CC(C)(C)OC(=O)NC(CC(N)=O)C(=O)O (centres undefined)	-4.4	-9.0	·

Copied from the list:
CC(C)(C)OC(=O)NC(CC(N)=O)C(=O)O (centres undefined) in hcGAS lum = -9.0
O=C(O)c1cccc(CC2CCN(Cc3cnc(-c4ccco4)nc3)C2)c1 (centres undefined) in hcGAS lum = -3.5
COc1ccc(Cc2noc(CN3CCN(c4nc5ccccc5s4)CC3)n2)cc1OC in NPYLR7 ag = -7.0
COc1ccc(C)cc1NC(=O)C(C)N(C)Cc1ccccc1N1CCOCC1 (centres undefined) in NPYLR7 ag = -1.1
Cc1ncoc1C(=O)N(C)CC1CCN(CCc2ccc(F)cc2)CC1 in NPYLR7 ag = 2.1

(continued)
SMILES	NPYLR7 ag	hcGAS lum	mcGAS inh
O=C(NCCn1ncc2c(=O)n(Cc3cccc4ccccc34)cnc21)c1ccc2c(c1)OCO2	-4.3	-4.7	-8.2
Nc1cc(N)cc(C(F)(F)C(F)(F)C(F)(F)F)c1	-0.7	0.3	-3.4
CC(C)c1ccc(Nc2nnc(SCCN3CCOCC3)s2)cc1	-0.9	-0.4	1.0
O=c1c2c(-c3ccc(Cl)cc3)n3ncnc3nc2ccn1CCCO	2.8	2.0	·
Cc1nn(C(C)C(=O)NCCC(C)C)c(=O)c2cc3occc3n12 (centres undefined)	7.0	-8.4	-2.3
O=S(=O)(c1ccccc1)C1(S(=O)(=O)c2ccccc2)CCCC1	1.5	-4.7	·
CCCCOCCOCC(=O)N1CCN(Cc2ccc(-c3noc(COC)n3)cc2)CC1	-2.7	-4.6	-4.2
CCc1cc(CN(C)Cc2c(F)ccc(C)c2F)on1	1.1	-4.2	-12.0
CN(CC(=O)Nc1cc(C(C)(C)C)nn1-c1ccc(Cl)cc1)C(=O)c1cc(C(F)(F)F)cc(C(F)(F)F)c1	-2.2	-7.8	-7.4
Cn1cnnc1-c1ccccc1NC(=O)c1cccc(OC(F)F)c1	8.8	-6.1	·
COc1ccc(S(=O)(=O)NCCCN2CCOCC2)c(C)c1C	-1.9	-5.2	-7.0
